Assay outcomes as filed in PubChem BioAssay.
FLuc inh: Photinus pyralis luciferase inhibition | P08659 | purified P. pyralis luciferase, luminescence, biochemical | 2.5% of 76,000 active | Potency, µM (titrated, usually from 115 µM), for the others: at the highest dose activity change, negative = inhibition, hits mostly inhibitors; also: potency is read from the fitted curve at half-maximal effect; nearly all actives have a fitted effect of over 65% in size
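Cell-free enzyme assay, 10nM P. pyralis luciferase, luciferin and ATP each at 10uM. Inhibition profiled over a 6-point titration, read as luminescence.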
HEK293 tox: HEK 293 cell cytotoxicity; HEK 293 viability, ATP luminescence (CellTiter-Glo), 48-72 h; Potency, µM (top dose mostly 115 µM), for the others: top-dose activity change, negative = cytotoxicity, actives largely listed as inhibitors; 6.6% of 94,000 active; AID 1345083; also: potency is read from the fitted curve at half-maximal effect; nearly all actives have a fitted effect of over 60% in size
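ATP-coupled CellTiter-Glo luminescence served as viability read-out, recorded 10 min after reagent addition at room temperature. HEK 293 cells, 250 cells/well, had been incubated with pintool-transferred compound for 48 or 72 hr at 37 degree Celsius.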
GPT2 inh: inhibitors of human GPT2 alanine aminotransferase | 0.25% of 100,000 active | Q8TD30 | Potency, µM (series often up to 57.7 µM), inactives show at the top dose activity change, negative = inhibition, most hits filed as inhibitors | Recombinant GPT2, coupled pyruvate oxidase/HRP Amplex Red fluorescence; also: potency is read from the fitted curve at half-maximal effect; nearly all actives have a fitted effect of over 60% in size; many of its hits are not listed in these tables
Target sequence (Q8TD30 whole entry, looked up): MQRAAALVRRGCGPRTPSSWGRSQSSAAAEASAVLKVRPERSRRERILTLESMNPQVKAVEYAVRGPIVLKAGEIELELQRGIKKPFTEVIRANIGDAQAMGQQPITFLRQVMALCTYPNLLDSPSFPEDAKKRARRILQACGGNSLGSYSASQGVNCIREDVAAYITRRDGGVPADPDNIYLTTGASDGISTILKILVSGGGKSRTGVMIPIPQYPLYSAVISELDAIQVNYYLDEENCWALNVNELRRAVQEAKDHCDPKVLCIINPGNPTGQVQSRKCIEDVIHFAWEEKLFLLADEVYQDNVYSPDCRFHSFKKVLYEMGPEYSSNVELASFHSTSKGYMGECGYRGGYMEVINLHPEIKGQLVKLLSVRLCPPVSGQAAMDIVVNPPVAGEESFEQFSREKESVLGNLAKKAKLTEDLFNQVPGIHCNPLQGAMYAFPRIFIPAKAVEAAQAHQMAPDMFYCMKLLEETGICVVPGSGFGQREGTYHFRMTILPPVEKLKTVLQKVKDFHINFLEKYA
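Inhibition is scored from Amplex Red fluorescence generated when pyruvate oxidase and HRP act on pyruvate released by GPT2. Reactions contain 10ng/uL enzyme, 250uM a-KG and 2mM L-alanine and run 30 min at room temperature.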
SNCA expr inh: reduces expression of the alpha-synuclein gene; HEK-293 SNCA-luciferase knock-in, luminescence, 24 h; Potency, µM (titrated, usually from 57.2 µM), for inactives: at the highest dose activity change, negative = inhibition, hits mostly inhibitors; 0.17% of 140,000 active;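 also: potency is read from the fitted curve at half-maximal effect; plate controls were DMSO cells for no effect and cell-free wells for full effect; nearly all actives have a fitted effect of over 45% in size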
IP6K1 inhibitor: blocks human inositol hexakisphosphate kinase 1; Q92551; IP6K1 kinase, ADP-Glo luminescence, 2 h; hits give low values; activity change, % (series mostly up to about 58 µM); 0.81% of 140,000 active; AID 1645851; in the data active = activity change below about -25%
Target sequence (Q92551 whole entry, looked up): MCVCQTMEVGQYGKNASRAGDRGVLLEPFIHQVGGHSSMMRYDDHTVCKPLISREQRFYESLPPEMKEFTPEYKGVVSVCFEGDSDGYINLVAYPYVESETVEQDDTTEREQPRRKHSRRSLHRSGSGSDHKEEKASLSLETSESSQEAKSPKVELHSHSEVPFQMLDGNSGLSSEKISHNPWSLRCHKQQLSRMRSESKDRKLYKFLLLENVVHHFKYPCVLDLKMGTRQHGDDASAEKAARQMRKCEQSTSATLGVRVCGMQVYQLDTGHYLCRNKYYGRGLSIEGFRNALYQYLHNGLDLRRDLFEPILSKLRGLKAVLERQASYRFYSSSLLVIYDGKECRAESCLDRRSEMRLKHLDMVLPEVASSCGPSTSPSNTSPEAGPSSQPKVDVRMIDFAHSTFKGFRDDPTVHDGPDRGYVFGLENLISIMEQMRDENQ
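ADP-Glo luminescence measures ADP made by human IP6K1 during a 2 h RT reaction with ATP/IP6 (mix at 1.3 mM/130 uM); top library doses 57.5 and 19.1 uM final.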
NIH3T3 tox: NIH 3T3 cell cytotoxicity; AID 1345082; Potency, µM (top dose mostly 96.7 µM), without a hit: at the highest dose activity change, negative = cytotoxicity, most hits filed as inhibitors; NIH 3T3 viability, CellTiter-Glo ATP luminescence, 48-72 h; 4.3% of 94,000 active; also: potency is read from the fitted curve at half-maximal effect; nearly all actives have a fitted effect of over 55% in size
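ATP-dependent luminescence (CellTiter-Glo) served as the viability signal for NIH 3T3 cells treated with compound for 48 or 72 hr at 37 °C.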
SNCA viab count: reduces viability of HEK-293 SNCA reporter cells; HEK-293-SNCA-luc viability, GF-AFC fluorescence, 24 h; Potency, µM (highest dose often 57.1 µM), inactives show top-dose activity change, negative = cytotoxicity, most hits filed as cytotoxic; 0.12% of 150,000 active;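 also: potency is read from the fitted curve at half-maximal effect; 0% = DMSO-treated cells and -100% = medium-only wells without cells; nearly all actives have a fitted effect of over 30% in size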
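HEK-293-SNCA-luc cells (1500/well) plated 24 h, then exposed 24 h to a dilution series; GF-AFC added 30 min at 37C, fluorescence 405/540 nm; normalised to medium-only and DMSO wells, Hill fit.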
Numbers without * were called inactive; i = inactive; ? = inconclusive; . = no result given; [ ] = remark or other dose. Unless noted, calls follow the shape of the dose curve; as a rule, active = well fitted curve in the direction sought with a large enough effect; inconclusive = small, poorly fitted or top-dose-only effect, or another doubt; inactive = no such curve, though single readings can be large; an effect the other way counts as inactive or inconclusive. Unless noted, % is scaled to controls: 0 for no effect and ±100 for the full control effect. The list is partial (hit frequency here may not be typical).

SMILES	FLuc inh	HEK293 tox	GPT2 inh	SNCA expr inh	IP6K1 inhibitor	NIH3T3 tox	SNCA viab count
CC(C)(C)c1ccc(C(=O)N2CC(=O)Nc3ccc(F)cc3C2c2ccc(F)cc2)cc1 (stereo not given)	.	.	.	-17%	-5	.	-8%
Cc1cc(C(=O)NC2CCN(C(=O)N3CC4CC(C3)[C@H]3CCCC(=O)N3C4)CC2)nn1C (stereo not given in full)	-8%	-25%	i	3%	1	?	-2%
CCCCOC(=O)N1CCC2(CC1)[C@@H](C(=O)OCC)[C@@H](O)C(=O)N2Cc1ccccc1	.	?	.	.	-1	?	.
Cn1ccc(C(=O)N2CC3ON=C(C(=O)NCc4cccnc4)C3C2)n1 (stereo not given)	.	i	i	5%	-1	i	5%
Cc1ccc(-n2c(=O)c3c(cnn3C)n(CC(=O)Nc3cc(C)ccc3C)c2=O)cc1	.	.	.	-2%	-7	.	-2%
N#Cc1ccc(C(=O)N2CCC[C@H]2c2nc(-c3ccccc3)no2)cc1	12%	?	i	34%[activator]	-3	-18%	-1%
CN1C(=O)CCN(C(=O)CC(C)(C)C)CC(OCC(N)=O)c2ccccc21 (stereo not given)	.	-10%[57.5 µM]	?	9%[25.6 µM]	-2	?	?
COc1ccccc1NC(=O)CSC1=Nc2ccccc2C2=NC(CCC(=O)NCc3ccco3)C(=O)N12 (stereo not given)	.	.	.	9%	-7	.	1%
CCc1ccc(-n2nnc(-c3nsc(NC(=O)c4ccccc4Cl)n3)c2C)cc1	.	.	.	-3%	-6	.	5%
COc1ccc(NC(=O)c2ccc3c(c2)OCCN(CCC(F)(F)F)C3)c(F)c1	-5%[172 µM]	?	4%[88.5 µM]	24%[87.6 µM]	-10	-50%[138 µM]	-10%[87.6 µM]
CN(C)C(=O)c1n[nH]c2c1CN(C(=O)c1ccc(F)c(F)c1)CC2	3%	-4%	i	-19%	7	-15%	6%
COCCOc1ccc2c(n1)CCN(C(=O)Cc1ccc(OC)cc1)C2	-10%	9%	i	-19%	-13	-10%	-8%[12.5 µM]
Cc1ccc(S(=O)(=O)c2nnn3c2nc(NCc2ccc(F)cc2)c2ccccc23)cc1C	.	-29%	0%	9%	7	-32%	14%
Cc1cccc(Nc2nc(Nc3cccc(C)c3)nc(N3CCOCC3)n2)c1	.	.	.	-9%	-1	.	5%
COc1cc(OC)cc(C(=O)Nc2cc3c(cc2N2CCCC2)n(C)c(=O)c(=O)n3C)c1	.	.	.	-2%	2	.	10%
Cc1ccc(C(=O)NC2CCN(c3nc4ncccc4o3)CC2)cc1	1%[172 µM]	-12%[172 µM]	i	1%[87.6 µM]	3	-32%[138 µM]	?
CC(=O)c1ccc(NC(=O)CN(C)S(=O)(=O)c2cccc3nsnc23)cc1	.	.	.	9%	4	.	-4%
Cn1cc(CNc2ccc(-c3nc(CCCc4ccccc4)no3)cn2)cn1	40µM*	?	1%[11.5 µM]	115%[activator]	10	?	2%
CCc1cc2c(cc3c(=O)n(CC(=O)NCCc4ccc(OC)c(OC)c4)ncn32)s1	.	.	.	14%	-9	.	19%
Cc1ccc(-c2noc(CNC(=O)c3ccc(Br)o3)n2)cc1	.	.	.	25%	-11	.	-5%
COc1ccc(C)cc1NS(=O)(=O)c1c(C(=O)N2CCCCCC2)c(C)n(C)c1C	.	.	.	-5%	-10	.	0%
CCn1cc(S(=O)(=O)N2CCCOCCNC(=O)[C@@H]3CCC[C@@H]32)cn1	3%	-4%	i	33%[activator]	3	-6%	7%
COCC(=O)N1CCCC(C(=O)NCc2ccc(F)cc2Cl)C1 (stereo not given)	1%	-3%	i[11.5 µM]	-5%	-10	-2%	-3%
Cc1cc(C)cc(C(=O)N(Cc2nc(-c3ccc(Cl)cc3)no2)C(C)C)c1	.	.	.	3%	-3	.	-17%
COc1ccc(-n2nc(C)c([C@@H]3C=C[C@@H](NCc4ccc(F)cc4)C3)c2C)cc1	25µM*	28µM*	-8%[88.5 µM]	-18%[87.6 µM]	-5	32µM*	?
CN(C)S(=O)(=O)N1CCC(Nc2cccnc2)C1 (stereo not given)	7%	-2%	?	-28%	12	-2%	-1%
O=C(O)C(=O)Nc1cccc(C2=NN=N[N]2)c1	.	.	-8%	-10%	.	.	-7%
CN1CCN(CCCNC(=O)c2c(OCC3CC3)cc(=O)n3c2CCCCC3)CC1	0%	-14%	1%	10%	4	-12%	3%
COc1ccccc1-c1cccc(C(=O)N2CCN(C(=O)C3CC3)CC2)c1	.	?	i	10%	0	?	1%[12.5 µM]
O=C(NCC(c1cccnc1)N1CCc2ccccc2C1)C(=O)Nc1ccc(Cl)cc1 (stereo not given)	.	.	.	?	-4	.	-20%
COc1ccccc1CN1CCC(CNC(=O)c2cnn(-c3cccc(Cl)c3)c2C2CCN(C(=O)OC(C)(C)C)CC2)CC1	.	.	.	?	0	.	-26%
CC(NC(=O)Nc1cc(Cl)ccc1Cl)c1c(-n2cccc2)sc2c1CCCC2 (stereo not given)	.	.	.	-4%	-13	.	-3%
COCCN1C(=O)CS(=O)C12CCN(C(=O)C1(c3ccc(OC)cc3)CC1)CC2 (stereo not given)	-9%	0%	5%	-23%	-12	-4%	-6%
CCOC(=O)[C@@H]1CN(C(=O)c2cc(C)oc2C)[C@H]2c3ccc(OC)cc3O[C@@H]12	.	?	.	.	7	?	.
CC(C)N(C)C1CCN(S(=O)(=O)c2ccc3[nH]c(=O)ccc3c2)CC1	.	.	.	6%	-7	.	-2%
CCCC(=O)c1cc2c(cc1NC(=O)c1ccccc1F)OCCO2	.	.	.	14µM*	22	.	-4%
CC1=NN(CC(=O)N2CCN(Cc3ncc[nH]3)CC(C(=O)O)C2)CC1 (stereo not given)	2%	12%	0%	-9%	-2	i	-6%
CC(C)(CC(=O)O)CC(=O)N1C[C@@H]2C[C@H](C1)c1ccc(-c3cccc(C(F)(F)F)c3)c(=O)n1C2	1%	-10%	-4%	-6%	4	-1%	-11%
NCc1ccccc1Oc1ccc(F)c(Cl)c1	.	?	-22%[88.5 µM]	-21%[87.6 µM]	-17	?	6%[87.6 µM]
CCc1ccc(S(=O)(=O)c2nnn3c2nc(NCc2ccc(F)cc2)c2ccccc23)cc1	.	-21%	-8%	-16%	12	?	-2%
CCNC(=O)N1CCC(c2noc(-c3ccccc3)n2)C1 (stereo not given)	-2%	-2%	3%	-10%	1	-10%	-18%
CCNc1cc(N2CCC(CCC(=O)NCC3CC3)CC2)ncn1	-20%	?	i	?	20	-5%	12%
CC(C)NC(=O)N1CCOc2ccc(CCC(=O)NC3CCS(=O)(=O)C3)cc2C1 (stereo not given)	0%	0%	-6%	?	-1	i	4%[12.5 µM]
O=C(NCCN1CCOCC1)c1ccc(-c2ccc(N3CCCCCC3)nc2)cc1	?	35µM*	i	-10%	-3	35µM*	-25%
Cc1nnc([C@H]2CCN(Cc3ccco3)C2)o1	0%[230 µM]	3%[230 µM]	-15%[88.5 µM]	-14%[87.6 µM]	9	-20%[230 µM]	3%[87.6 µM]
Cc1ccc(S(=O)(=O)NC[C@H]2O[C@H](Cc3cc(COc4ccccc4)on3)CC[C@@H]2O)cc1	-7%	?	3%	50%[activator]	6	?	1%
COCCn1ccnc1C1CCN(C(=O)c2cccc(-n3cccn3)c2)CC1	-1%	5%	0%	-3%	10	-9%	-11%
COc1ccc(C(=O)N2CCC(C(NC(=O)c3ccccc3C)C(=O)NC(C)C(C)C)CC2)cc1 (stereo not given)	-8%	-9%	-17%	-22%	10	-15%	20µM*
CCN1C(=O)N(Cc2cccc(OC)c2)C(=O)C12CCN(Cc1nc3ccccc3n1C)CC2	-10%	?	-5%	7%	-1	?	0%
COCCCNC(=O)Nc1cc(C(=O)NCc2ccc(OC)cc2)ccc1N1CCCC1	.	.	.	141%[activator]	-4	.	1%
CC(C)(C)CC(=O)NCCc1noc(-c2ccccc2)n1	-7%	-9%	i	41%[activator]	3	-25%	-2%
Cc1noc([C@@H]2CN(Cc3ccoc3)C[C@H]2CO)n1	-1%	-16%	-2%	16%	-5	-11%	3%
CCc1ccc(S(=O)(=O)c2nnn3c2nc(N2CCC(C(N)=O)CC2)c2cc(Cl)ccc23)cc1	.	.	.	-28%	33	.	-14%
O=C(NCCc1ccccc1)N(C1CCOCC1)C1CCN(Cc2ccccc2)CC1	-1%	-23%	-9%	25%	-5	-22%	-1%
COc1ccc(Nc2ccc3c(n2)CN(Cc2nc4ccccc4s2)C(=O)CO3)cn1	?	50µM*	i	4%[87.6 µM]	-12	?	?
O=C(C1CCC(O)CC1)N1CCCC(CCc2ccccc2C(F)(F)F)C1 (stereo not given)	-16%	?	3%	9%	6	?	-1%
CC(C)NC(=O)N1CCNC[C@@H]1C(=O)N[C@@H](CC1CCCCC1)C(N)=O	2%[172 µM]	3%[172 µM]	-8%[88.5 µM]	-22%[87.6 µM]	29	1%[138 µM]	4%[87.6 µM]
Cn1c(CO[C@H]2CN(Cc3cnc4ccccc4c3)C[C@H]2F)nc2ccccc21	-4%[172 µM]	79µM*	i	0%[87.6 µM]	-4	?	-23%[87.6 µM]
CN1C(=O)C(CC(=O)NCCc2c[nH]c3ccccc23)=C2CCCCC21 (stereo not given)	-4%	0%	0%	6%	10	-10%	-2%
CCn1cc(S(=O)(=O)N2C[C@@H](Oc3ccccc3)C[C@@H]2C(=O)N2CCOCC2)cn1	2%	3%	2%	5%	-2	-1%	6%
Cc1ccc2c(c1)C(c1ccc(F)cc1)N(C(=O)COc1ccc(Cl)cc1Cl)CC(=O)N2 (stereo not given)	.	.	.	?	0	.	-20%
Cc1ccc(-c2[nH]ncc2CN2CC[C@@](C)(O)[C@H](N3CCCC3)C2)cc1	7%	7%	i	2%	5	i	-4%
